Screening results from PubChem BioAssay.
TNF necrop inh: inhibitors of TNF-alpha triggered necroptosis, primary screen, cell-based, Jurkat FADD-/-, single concentration; Jurkat FADD-/- TNF necroptosis rescue, ATP luminescence, 24 h; 0 = TNF only, 100 = no-TNF cells; activation (protection from cell death), % at 10 µM; 0.068% of 220,000 active;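 active means activation, meaning protection from cell death, of at least 50% relative to plate controls; inactive means activation below 50%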;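 further: necroptosis triggered by 40 ng/mL TNF-alpha added together with compound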
FXIa inh 1536: human FXIa protease inhibitors, primary screen, biochemical, 1536-well | Coagulation factor XI (Homo sapiens), P03951 | purified FXIa, Boc-Glu-Ala-Arg-AMC fluorogenic substrate | inhibition, % at 5 µM | 0.14% of 220,000 active | AID 798, 2007;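 active means inhibition of at least 40%; inactive means inhibition below 40%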;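 further: fluorescence of freed AMC excited at 355 nm; 0% = enzyme without compound and 100% = no enzyme blank; many of its hits are not listed in these tables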
Target sequence (P03951 19-387 limits assumed): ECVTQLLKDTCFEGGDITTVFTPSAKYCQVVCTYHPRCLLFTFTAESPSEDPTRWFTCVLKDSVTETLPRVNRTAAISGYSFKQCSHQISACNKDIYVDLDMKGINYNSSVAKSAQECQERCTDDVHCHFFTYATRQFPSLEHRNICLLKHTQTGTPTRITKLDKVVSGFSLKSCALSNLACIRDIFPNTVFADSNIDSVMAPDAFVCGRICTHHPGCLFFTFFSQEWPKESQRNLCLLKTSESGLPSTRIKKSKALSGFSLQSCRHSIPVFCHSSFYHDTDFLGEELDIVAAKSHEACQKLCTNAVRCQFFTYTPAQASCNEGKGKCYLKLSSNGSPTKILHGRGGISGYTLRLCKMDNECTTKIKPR
Target sequence (P03951 388-625 limits assumed): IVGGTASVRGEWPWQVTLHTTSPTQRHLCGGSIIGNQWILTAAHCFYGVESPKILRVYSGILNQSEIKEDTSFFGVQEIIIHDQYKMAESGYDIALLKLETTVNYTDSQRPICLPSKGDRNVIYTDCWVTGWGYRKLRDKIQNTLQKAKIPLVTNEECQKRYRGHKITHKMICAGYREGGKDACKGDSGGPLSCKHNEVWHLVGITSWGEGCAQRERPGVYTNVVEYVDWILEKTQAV
EP2 antag: human EP2 receptor antagonists, primary screen, TR-FRET cAMP, C6 glioma cells; Prostaglandin E2 receptor EP2 subtype (Homo sapiens), P43116; C6 glioma cells expressing human EP2; cells stimulated with saturating PGE2; inhibition, % at 25 µM; 0.52% of 260,000 active;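 active means percent inhibition above 40 after rounding to a whole number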;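 further: rat C6 glioma host cells with rolipram phosphodiesterase inhibitor present; the protocol text gives 20 µM as final concentration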
Target sequence (P43116 whole entry, looked up): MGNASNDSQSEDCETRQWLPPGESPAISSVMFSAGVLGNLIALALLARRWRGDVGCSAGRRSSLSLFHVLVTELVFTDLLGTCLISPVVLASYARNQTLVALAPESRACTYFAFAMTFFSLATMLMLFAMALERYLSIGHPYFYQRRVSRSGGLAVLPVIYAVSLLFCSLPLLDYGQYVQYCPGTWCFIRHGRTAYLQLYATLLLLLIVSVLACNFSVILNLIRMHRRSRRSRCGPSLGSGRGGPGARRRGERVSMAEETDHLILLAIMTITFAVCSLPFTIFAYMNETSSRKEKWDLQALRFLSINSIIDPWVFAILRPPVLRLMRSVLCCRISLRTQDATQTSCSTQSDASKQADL
Wee1 degr inh: Wee1 degradation inhibitors, primary screen, cell-based, HeLa, Wee1K328M-luciferase, luminescence; HeLa Luc-Wee1K328M stability; 100% = proteasome inhibitor MG132 effect; reporter increase, % at 5 µM; 1.2% of 220,000 active; Wee1-like protein kinase (Homo sapiens), P30291;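 active means activation above the mean of all tested compounds plus 3 SD, set per screening run, cut at about 8.8% in these data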;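 further: cells exposed to compound for 20 h before luminescence read; 0% = DMSO alone and 100% = MG132 at 30 µM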
L929 necroptosis: inhibitors of zVAD-triggered necroptosis, primary screen, L929 cells | 0.38% of 220,000 active | viability rescue, % at 10 µM | L929 zVAD necroptosis rescue, ATP luminescence, 24 h; with zVAD 60 µM | AID 1377, 2008;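 active means activation, scaled between plate controls, above about 75%, limit read from the data; inactive means activation under that limit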;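 further: 0% = zVAD with DMSO and 100% = DMSO alone without zVAD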
CHOP inh: inhibitors of CHOP promoter induction, primary screen, cell-based, unfolded protein response, luciferase reporter; CHO-K1 CHOP-promoter luciferase, tunicamycin-induced, 15-18 h; AID 2732, 2010; inhibition, % at 10 µM; 3.8% of 220,000 active;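 active means compounds that reduced the stress-induced luciferase reporter signal by more than about 70% of percent inhibition, limit read from the data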;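 further: 0% = tunicamycin plus vehicle and 100% = wells without tunicamycin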
PPC-1+TRAIL kill: compounds killing PPC-1 cancer cells with TRAIL present, primary screen, TRAIL potentiator project, ATPLite luminescence, uHTS. 0.41% of 220,000 active. cell killing (% activity), % at 4 µM. PPC-1 cells + TRAIL, ATPLite viability luminescence. AID 1443, 2008;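 active means cell killing above 50% in the first pass at 4 µM, then a duplicate retest at 5 µM averaging 50% or more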;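 further: plate controls were cells with TRAIL plus DMSO for no effect and medium-only wells lacking cells for full effect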
Tb hexokinase: Trypanosoma brucei hexokinase 1 inhibitors, primary screen, biochemical, G6PDH-coupled NADH absorbance, MLSCN library; hexokinase 1 [Trypanosoma brucei]; recombinant TbHK1, G6PDH-coupled NADH A340; inhibition, % at 10 µM; 0.11% of 220,000 active; AID 1430, 2008;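 active means inhibition of 50% or more in the single-dose primary screen; inactive means inhibition below 50%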
FXIIa inh: human FXIIa protease inhibitors, primary screen, biochemical, 1536-well; Coagulation factor XII (Homo sapiens), P00748; purified FXIIa, Boc-QGR-AMC fluorogenic substrate, 2 h; inhibition, % at 5 µM; 0.3% of 220,000 active; AID 800, 2007; in the data active means inhibition above about 40%;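 further: 0% = enzyme with no compound and 100% = blank without enzyme; many of its hits are not listed in these tables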
An asterisk follows results filed as active; nt = not tested or not shown; & = joins results of further samples. This is a subset; count on the stated rates, not on these rows.

SMILES | TNF necrop inh | FXIa inh 1536 | EP2 antag | Wee1 degr inh | L929 necroptosis | CHOP inh | PPC-1+TRAIL kill | Tb hexokinase | FXIIa inh
COc1ccc(-c2cc3nc(-c4ccccc4)cc(N4CCC5(CC4)OCCO5)n3n2)cc1 | -1.8 | -7 | 24 | 0 | 1.0 | -28 | 10 | -16 | -1
Cc1ccc(NC2CC(=O)N(Cc3ccccc3)C2=O)cc1 (stereo unspecified) | 24 | 2 | 11 | -4 | -1.3 | -8 | 8 | -7 | 16
CC(C)Nc1nc(Cl)nc(N(C#N)CN2C(=O)c3ccccc3S2(=O)=O)n1 | -28 | 7 | 10 | 2 | -1.2 | -81 | 16 | 10 | 6
Fc1ccc(-c2csc(-c3ccc(C4SCCS4)cc3)n2)cc1F | 3.8 | 0 | 4 | -1 | 6.0 | -3 | -4 | -8 | 7
CC(=O)OCC(=O)Nc1ccc(SC(F)F)cc1 | 0.9 | -5 | 5 | -3 | 0.3 | 9 | 14 | 2 | 1
C=CCN1C(=O)/C(=C\c2cccs2)C(C(=O)OC)=C1C | 1.3 | 4 | 10 | 1 | 0.9 | -21 | -2 | -29 | 15
CC(=O)Nc1ccc(-c2cc(-c3ccc(NC(C)=O)cc3)nc(-c3ccc(NC(C)=O)cc3)n2)cc1 | 2.2 | -1 | 15 | -1 | 3.4 | -14 | -1 | -29 | 7
COc1ccc(CNC(=O)c2cc3c(s2)CN(Cc2ccccc2)C3)cc1 | 0.7 | -2 | 6 | 2 | 3.5 | 6 | 8 | -3 | 5
O=C(N[C@@H](Cc1ccc(O)cc1)C(=O)O)c1cccnc1 | 0.6 | -1 | 16 | 1 | 0.5 | 21 | 5 | 1 | 5
O=C1CCCN1CCCNC(=S)Nc1ccc(Br)cc1Cl | 0.3 | -1 | 3 | -2 | 0.1 | 10 | nt | 0 | 4
CCN(CC)c1ccc(NC(=O)CCS(=O)(=O)c2cccc3nsnc23)c(C)c1 | -0.2 | -1 | 9 | 0 | 5.2 | 0 | 13 | -6 | 8
Cc1ccccc1Cn1cnc2c([N+](=O)[O-])c(C)c(C)cc21 | -5.0 | 3 | 7 | -2 | 0.3 | 3 | 8 | 0 | -3
O=C(Nc1ccc(S(=O)(=O)NCc2ccccc2)cc1)c1ccccc1[N+](=O)[O-] | 3.3 | 0 | -2 | 2 | 0.4 | -19 | 14 | 3 | -1
COc1ccc(/C(C)=N/N2C(=O)c3ccccc3NC2c2ccc(O)c(OC)c2)cc1 (stereo unspecified) | -1.2 | 2 | 4 | -1 | 0.7 | 2 | 17 | -42 | 8
O=C(NCCc1csc(-c2cccnc2)n1)c1c(F)cccc1F | 1.7 | 3 | 5 | -3 | 2.5 | 1 | 17 | 1 | 2
Cc1cc(C(F)(F)F)nn1CC(=O)N1CCCC1 | -1.7 | -8 | 7 | -1 | 0.2 | 31 | 17 | -1 | 0
O=C(CN1CCN(Cc2ccc3c(c2)OCO3)CC1)Nc1ccc2c(c1)OCO2 | 2.0 | -8 | 11 | -2 | -0.4 | 14 | 10 | -11 | 4
N/C(=N\OC(=O)c1ccco1)c1cccc([N+](=O)[O-])c1 | -0.8 | -4 | 15 | 0 | 6.2 | -14 | 9 | -8 | 9
CCn1c(C)cc2c(c1=O)C(c1ccccc1Br)C(C#N)=C(N)O2 (stereo unspecified) | 0.0 | 1 | 12 | 6 | 1.7 | 11 | 12 | -2 | 12
Cc1nn(C)c(C)c1S(=O)(=O)N1CCC(CO)(CC2CCCCO2)CC1 (stereo unspecified) | 1.3 | -9 | 10 | -2 | 7.5 | -11 | 11 | 1 | 5
CC(=O)Nc1sc(C)c(C)c1CN1CCN(Cc2ccccc2)CC1 | 2.4 | -2 | 4 | 2 | -0.1 | -8 | 6 | -3 | 9
O=C1CC(N2CCC(c3nc4ccccc4o3)CC2)C(=O)N1c1ccc(F)cc1 (stereo unspecified) | 1.9 | -6 | 10 | 1 | 0.6 | 4 | -2 | -1 | -7
COc1cccc(CN(C)CC(=O)Nc2cccc(C(F)(F)F)c2)c1OC | 1.2 | -3 | 7 | 1 | 0.6 | 19 | 8 | -2 | 4
Cc1nn(-c2cc(N3CCOCC3)ccc2[N+](=O)[O-])c(=O)c2ccccc12 | -0.7 | 9 | 2 | -3 | -0.4 | 33 | -6 | -18 | 18
CC(=O)c1c(C)[nH]c(C(=O)NCc2ccccn2)c1C | 1.0 | -5 | 8 | -2 | 0.4 | 17 | 7 | 3 | 9
CCC(C)N1C(=O)CCC1C(=O)N1CCN(c2ccccc2F)CC1 (stereo unspecified) | -1.1 | -2 | 7 | 0 | -0.1 | 19 | 0 | -6 | 5
CNC(=S)N1CCc2sccc2C1C (stereo unspecified) | 4.8 | 2 | 16 | -1 | 1.9 | -8 | 18 | -2 | 8
CCOC(=O)c1cnc2cc(Cl)c(OC)cc2c1NCC1CCCO1 (stereo unspecified) | 1.6 | -3 | 7 | 1 | 2.4 | -10 | 3 | -9 | 12
O=C(NCc1ccco1)C(=O)NCC1OCCN1S(=O)(=O)c1ccc(Br)cc1 (stereo unspecified) | 0.7 | -1 | 12 | 3 | 1.2 | 2 | 3 | 9 | 10
COc1ccc(/C(O)=C2\C(=O)C(=O)N(c3cc(C)on3)C2c2cccc(OC)c2OC)cc1C (stereo unspecified) | -0.2 | 2 | 19 | 1 | 0.8 | -8 | 1 | -22 | 16
O=c1c2ccccc2nc(N/N=C/c2ccc(O)cc2)n1O | -11 | 8 | nt | -1 | -0.5 | -8 | 2 | -48 | 6
CC1CCc2cc(F)cc3c(O)c(C(=O)NCC4CCCO4)c(=O)n1c23 (stereo unspecified) | -0.3 | 1 | 20 | -1 | 1.0 | 77* | 21 | -21 | 7
CCn1cc(C(=O)N2CCN(Cc3ccc4c(c3)OCO4)CC2)c2cc(OC)c(OC)cc2c1=O | 0.1 | 2 | 8 | -1 | 0.3 | 12 | 16 | -10 | 6
COc1ccc(CCN2C(=O)NC(NC(=O)CC(C)C)(C(F)(F)F)C2=O)cc1OC (stereo unspecified) | 0.8 | -6 | 6 | 0 | 0.6 | 14 | 32 | 26 | -3
CC1CCCN(CC(=O)Nc2ccc(S(=O)(=O)N3CCCCC3)cc2)C1 (stereo unspecified) | 1.5 | 3 | nt | 0 | 1.2 | 40 | 19 | 6 | 11
Cc1ccc(NNc2c(C)nc3ccccc3nc2=O)cc1 | -3.7 | -2 | 4 | 3 | 1.1 | 47 | 34 | -5 | 8
Cc1cc2c(c(=O)o1)C(c1cccs1)C(C#N)=C(N)O2 (stereo unspecified) | 0.4 | 1 | 6 | 0 | 0.0 | 16 | -9 | 11 | 6
O=C(CSc1nnc(-c2ccco2)n1Cc1ccco1)Nc1ccccc1 | 0.5 | 3 | 0 | -2 | -0.1 | -4 | -4 | 3 | 0
Cc1cc(SC2CCOC2=O)nc2ccccc12 (stereo unspecified) | 0.6 | -1 | 6 | -4 | 1.2 | -9 | 20 | -4 | 7
CN1CCN(C(=O)Nc2ccccc2)CC1 | -0.2 | -1 | 10 | -2 | 0.7 | 48 | 10 | 4 | 8
Cc1cc(Cl)c(S(=O)(=O)NC2CCCCC2)cc1OCC(=O)Nc1nncs1 | -3.2 | 5 | 11 | 0 | -0.3 | 21 | 5 | -2 | 13
NC(N)=NC(N)=Nc1cccc2ccccc12 | 1.9 | -3 | 8 | 0 | 0.5 | -4 | 5 | 2 | 4
Cc1cc(C)cc(NS(=O)(=O)c2ccc(NC(=S)NC(=O)c3cccs3)cc2)c1 | 2.3 | 7 | 42* | 1 | 0.1 | 48 | -14 | 12 | 1
c1ccc(N/N=C2\CCCc3ccccc32)nc1 | -2.9 | 3 | 6 | -1 | 13 | 21 | 21 | -12 | 7
CCc1nn2c(=O)cc(CSc3nc(C)cc(=O)[nH]3)nc2s1 | 0.9 | 0 | 14 | -1 | 0.1 | 59 | 0 | -5 | 8
C/C(=N\NC(=O)C(N)=O)c1ccc(NC(=O)c2cccs2)cc1 | 0.3 | -5 | 3 | 1 | 0.8 | -5 | -7 | -19 | 4
CCOc1ccc(NC(=O)CSc2ncn[nH]2)c([N+](=O)[O-])c1 | 2.0 | 0 | 10 | 0 | 0.3 | 13 | 1 | -3 | 10
CCC1Sc2ccccc2N(CC(=O)NC2CCCC2)C1=O (stereo unspecified) | -1.1 | 4 | 8 | 8 | -0.8 | 46 | 13 | -2 | 12

Filtered by structure, the compounds so far with a Cl atom (4)
SMILES | TNF necrop inh | FXIa inh 1536 | EP2 antag | Wee1 degr inh | L929 necroptosis | CHOP inh | PPC-1+TRAIL kill | Tb hexokinase | FXIIa inh
CC(C)Nc1nc(Cl)nc(N(C#N)CN2C(=O)c3ccccc3S2(=O)=O)n1 | -28 | 7 | 10 | 2 | -1.2 | -81 | 16 | 10 | 6
O=C1CCCN1CCCNC(=S)Nc1ccc(Br)cc1Cl | 0.3 | -1 | 3 | -2 | 0.1 | 10 | nt | 0 | 4
CCOC(=O)c1cnc2cc(Cl)c(OC)cc2c1NCC1CCCO1 (stereo unspecified) | 1.6 | -3 | 7 | 1 | 2.4 | -10 | 3 | -9 | 12
Cc1cc(Cl)c(S(=O)(=O)NC2CCCCC2)cc1OCC(=O)Nc1nncs1 | -3.2 | 5 | 11 | 0 | -0.3 | 21 | 5 | -2 | 13

The list continues:
SMILES | TNF necrop inh | FXIa inh 1536 | EP2 antag | Wee1 degr inh | L929 necroptosis | CHOP inh | PPC-1+TRAIL kill | Tb hexokinase | FXIIa inh
Cc1cc(NC(=O)CSc2nc3ccccc3[nH]2)n(-c2ccccc2)n1 | 4.0 | 1 | 4 | 0 | 1.1 | 15 | 0 | 3 | 3
CCC(=O)c1ccc(OCC(O)Cn2c(C)nc3ccccc32)cc1 (stereo unspecified) | -10 | -2 | 14 | -1 | 0.5 | 37 | 10 | 3 | 12
Fc1ccc(CN2CCN(c3ncccn3)CC2)cc1 | 0.3 | -14 | 11 | -2 | 1.0 | 21 | 4 | -8 | -8
CCOc1ccc(C2NC(=O)C(C#N)=C(S)N2c2ccc(C)cc2)cc1OC (stereo unspecified) | -0.5 | 2 | 8&9 | -2 | -0.2 | 14 | 19 | -15 | 11
CN(C)S(=O)(=O)c1ccc(Cl)c(NC(=O)COC(=O)CCC(=O)c2cccs2)c1 | 1.3 | 6 | 9 | 1 | -0.1 | 11 | 10 | 3 | 4
Fc1ccccc1CSCc1nc2ccccc2[nH]1 | 4.8 | 0 | 8 | -2 | 17 | -9 | 13 | 0 | 10
CCOc1ccc2nc(NC(=O)CN3CCN(c4ccccn4)CC3)sc2c1 | 1.2 | 6 | 11 | -1 | -0.8 | 26 | 34 | -9 | 16
Cc1ccc(OCc2nnc(SCC(=O)C(C)(C)C)n2Cc2ccco2)cc1 | 1.8 | -1 | 7 | -2 | 2.6 | 65 | -10 | -9 | 1
O=C(CSc1ccc([N+](=O)[O-])cc1)NCC1CCCCC1 | 3.6 | -3 | 5 | -3 | 52 | 24 | 8 | -6 | 4
O=C(NNC(=O)C1CC(c2cccnc2)=NO1)Nc1cccc(F)c1 (stereo unspecified) | -0.5 | 3 | nt | -3 | 1.3 | 2 | -12 | -1 | 21
Cc1ccc(S(=O)(=O)CCC#N)cc1 | 1.4 | 4 | 4 | 2 | 0.1 | 9 | 9 | -10 | 1
